Screens (PubChem BioAssay)
PDI inh – inhibitors of human PDI, primary screen, biochemical, turbidity, single point, plate reader; Protein disulfide-isomerase (Homo sapiens), P07237; PDI insulin aggregation turbidity, A650, 90 min; inhibition, % at 10 µM; hit rate 0.052% among 350,000; AID 588391, 2011;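 active means mean inhibition across replicates of 30% or more, whatever share of single replicates reach that level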;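 further: absorbance from insulin aggregation driven by PDI reduction with DTT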
Target sequence (P07237 whole entry, looked up): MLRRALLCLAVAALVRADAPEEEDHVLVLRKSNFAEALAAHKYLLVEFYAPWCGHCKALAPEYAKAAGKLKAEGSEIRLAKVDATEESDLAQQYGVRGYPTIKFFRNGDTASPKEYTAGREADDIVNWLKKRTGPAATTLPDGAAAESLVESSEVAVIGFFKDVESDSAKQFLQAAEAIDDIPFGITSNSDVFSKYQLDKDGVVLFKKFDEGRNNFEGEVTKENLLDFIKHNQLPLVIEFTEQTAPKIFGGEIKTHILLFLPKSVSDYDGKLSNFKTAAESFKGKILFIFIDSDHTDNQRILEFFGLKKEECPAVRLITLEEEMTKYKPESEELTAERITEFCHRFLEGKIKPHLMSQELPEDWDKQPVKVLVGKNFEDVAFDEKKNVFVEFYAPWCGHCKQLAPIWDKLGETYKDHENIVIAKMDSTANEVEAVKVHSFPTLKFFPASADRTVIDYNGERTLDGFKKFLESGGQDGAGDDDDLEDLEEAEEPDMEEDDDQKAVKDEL
Vif inh – HIV Vif self-association inhibitors, primary screen, imaging, HEK293T, single point. hit rate 0.35% among 340,000. HEK293T cells, Vif self-association by quenched fluorescence, 24 h. inhibition, % at 7.49 µM; in the data active means inhibition above about 50%, passing the limit was not always enough; further: some results filed as inactive read as strong as hits
H9c2 protect – cardioprotection against H2O2-induced cell death, primary screen, uHTS, H9c2 cells, ATPLite luminescence. protection from H2O2 cell death, % at 20 µM. hit rate 0.63% among 360,000. H9c2 cardiomyocytes, H2O2 injury protection, 2 h. AID 588492, 2011;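 active means compounds giving at least 50% protection of heart cells from peroxide-induced death in the single-dose screen, raw or plate-pattern-corrected value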;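 further: 0% = DMSO wells with peroxide and 100% = DMSO wells without peroxide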
aDG glyco act – activators of alpha-DG glycosylation, primary screen, uHTS, Pro5-aDG cells, AlphaScreen; hit rate 0.22% among 360,000; activation, % at 10 µM; AID 624168, 2012; alpha-DG glycosylation AlphaScreen (IIH6); 0% Pro5, 100% B10-LARGE cell signal;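 active means activation of at least 8% versus controls, or a plate z-score of at least 8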;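 further: Pro5 are CHO cells carrying HIG-tagged alpha-DG that lacks glycosylation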
ABCB6 inh 2 – ABCB6 transporter inhibitors, primary screen, K562-ABCB6 cells, flow cytometry, MLPCN library; ATP-binding cassette sub-family B member 6 (Homo sapiens), Q9NP58; K562-ABCB6 porphyrin accumulation, 1 h; active compounds read low; fluorescence ratio to DMSO, % at 10 µM; hit rate 0.19% among 360,000; AID 602162, 2011;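 active means fluorescence ratio to DMSO below 75%, the collection mean minus 3 SD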;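 further: signal is porphyrin accumulated inside mitochondria; 100% equals median channel fluorescence of DMSO control wells; lower ratio means ABCB6 inhibition with less porphyrin fluorescence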
HTR2A ag – mouse Htr2a agonists via beta-arrestin recruitment, primary screen, cell-based, luminescence | CHO-K1 mHTR2A beta-arrestin complementation; percent of 30 µM serotonin response | hit rate 0.66% among 360,000 | activation, % at 7.6 µM | 5-hydroxytryptamine receptor 2A (Mus musculus), P35363;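 active means activation above a run cutoff, the mean activation of all tested compounds plus 3 SD, cut at about 14% in these data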;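 further: 0% = plate median of compound wells and 100% = 30 µM serotonin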
N-glyco inh – increase of ERlucT glycosylation luciferase signal, primary screen, N-linked glycosylation inhibitor project, D54 ERlucT cells, luminescence, set 2. D54 ERlucT glycosylation luciferase reporter, 24 h; percent of 100 nM tunicamycin response. reporter increase, % at 12.5 µM. hit rate 0.23% among 360,000. AID 588692, 2011;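 active means mean luciferase reporter signal, scaled so untreated is 0 and the glycosylation-blocking control 100, at or above a set limit in every replicate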;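 further: luciferase carries N-glycosylation sites so blocking glycosylation raises the light; 0% = median of neutral control wells and 100% = median of 100 nM tunicamycin wells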
CaV13 ICDI inh – Disruptors of the CACNA1D IQ motif to Ca2+-dependent inactivation inhibitor domain association, primary screening, Förster resonance energy transfer in intact living …; HEK cells, CFP/YFP FRET ICDI-IQ, plate reader, 10 min; percent FRET-ratio fall versus neutral wells; AID 743397; hit rate 0.098% among 340,000; inhibition, % at 12.3 µM;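 active means mean replicate inhibition of at least 30% and at least 1% of replicates passing that level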;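 further: 0% = median of the neutral control wells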
MC4R barr agon – MC4R agonists recruiting beta-arrestin, primary screen, cell-based, luminescence, agonist arm of biased-ligand search; Melanocortin receptor 4 (Homo sapiens), P32245; U2OS MC4R beta-arrestin complementation; percent of melanotan II response, DMSO zero; activation, % at 8.9 µM; hit rate 0.98% among 360,000; AID 540308, 2011;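 active means activation above a per-plate cutoff, the mean activation of sample wells on that plate plus 3 SD, cut at about 8% in these data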
Target sequence (P32245 whole entry, looked up): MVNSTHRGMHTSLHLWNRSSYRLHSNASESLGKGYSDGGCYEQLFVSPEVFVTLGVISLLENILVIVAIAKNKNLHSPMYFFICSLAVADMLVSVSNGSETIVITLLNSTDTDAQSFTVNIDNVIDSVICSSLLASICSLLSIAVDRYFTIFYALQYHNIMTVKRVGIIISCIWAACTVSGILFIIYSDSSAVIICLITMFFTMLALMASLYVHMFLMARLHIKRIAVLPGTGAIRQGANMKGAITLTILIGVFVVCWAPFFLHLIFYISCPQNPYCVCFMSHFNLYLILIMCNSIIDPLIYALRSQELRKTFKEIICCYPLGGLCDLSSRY
MC4R antagonist – MC4R antagonists of cAMP signaling, primary screen, cell-based, TR-FRET, antagonist arm of biased-ligand search. Melanocortin receptor 4 (Homo sapiens), P32245. MC4R-expressing cells, MTII-stimulated cAMP, LANCE TR-FRET. inhibition, % at 6.5 µM. hit rate 0.48% among 360,000. AID 540295, 2011;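 active means inhibition above its plate's cutoff, the mean of tested wells on that plate plus 3 SD, cut at about 29% in these data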;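 further: 0% = Melanotan II alone and 100% = Melanotan II plus saturating MCL0020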
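Material: U2OS-MC4R stable cell line | Reagent: Melanotan II challenge after compound preincubation | Doses: One concentration, 6.5 µM nominal | Incubation: 30-min compound preincubation, 1-h Melanotan II challenge, 1-h detection, room temperature | Signal: TR-FRET cAMP assay | Replicates: One well per compound, no replicates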
* = called active by the depositor; / = not tested or not shown.

Molecule | CaV13 ICDI inh | aDG glyco act | Vif inh | H9c2 protect | N-glyco inh | MC4R barr agon | HTR2A ag | PDI inh | ABCB6 inh 2 | MC4R antagonist
Cc1cccc(CN(CC(=O)N/N=C/c2ccco2)S(=O)(=O)c2ccc(Cl)cc2)c1 | / | -0.4 | -1 | -11 | -3 | 2.0 | -4 | 5 | 103 | -4
COc1ccc(NC(C)=O)cc1NC(=O)c1ccc2ccccc2c1 | -5 | -0.1 | 5 | 11 | -2 | 4.1 | -2 | 4 | 93 | 20
O=C1C=C(c2ccc(C(=O)O)cc2)C[C@@H](c2ccc(F)cc2)C1 | -10 | 0.1 | / | 4 | 6 | 1.1 | 9 | -2 | 104 | 8
COc1cc(OC)c(OC)cc1CN1CCN(Cc2cccc(F)c2)CC1 | -7 | -0.1 | -5 | 2 | 0 | 0.2 | 0 | -1 | 101 | 6
O=C1CCN(C(=S)NCc2ccccc2)CC1 | -2 | -0.4 | -5 | 4 | 1 | -1.2 | 7 | 1 | 101 | -2
COC(=O)c1ccc(NC(=O)C[n+]2ccccc2C)cc1 | 4 | -0.2 | 0 | 0 | 3 | -0.5 | -1 | -3 | 101 | 15
CSc1nnc(C)c(/C=C/Nc2ccc(F)cc2F)n1 | -9 | -0.1 | -4 | -1 | -1 | -2.0 | -3 | 1 | 102 | 12
C[C@@H]1CN([C@@H](C)CO)C(=O)c2cc(Br)cnc2O[C@H]1CN(C)C(=O)CCN1CCCCC1 | -2 | -0.2 | 8 | -2 | 0 | 0.3 | 2 | -1 | 97 | 12
CCN(CC)S(=O)(=O)c1ccc(NC(=O)COC(=O)CNC(=O)C2CCCCC2)cc1 | -6 | -0.2 | 0 | -4 | -1 | -2.7 | -7 | 5 | 109 | 5
CC1CC(C)CN(CC(=O)N2CCCc3c2c(=O)oc2ccc(OCc4ccccc4)cc32)C1 (stereo not drawn) | / | 0.7 | -7 | -28 | -5 | -0.6 | -4 | 5 | 100 | 5
CC1CCN(C(=O)c2cc3c(=O)n4ccccc4nc3s2)CC1 | -7 | 0.0 | 5 | 0 | -1 | -3.4 | 1 | 3 | 96 | 8
C[C@@H]1COc2cc(N3CCC[C@H]3CO)ccc2S(=O)(=O)N1 | -7 | -0.2 | / | / | / | / | -2 | / | 105 | /
Cc1ccc([N+](=O)[O-])cc1NC(=O)CN(C(=O)c1ccc(Cl)cc1)C1CCCCC1 | -4 | 0.4 | -23 | 5 | -4 | 0.1 | -6 | 3 | 90 | 0
COc1ccccc1NC(=O)CN(Cc1ccco1)C(=O)c1ccc(Cl)nc1 | -7 | 0.2 | -4 | 12 | 2 | -0.3 | 12 | -46 | 89 | 6
O=C(Cn1cc([N+](=O)[O-])cn1)NCc1cc2ccccc2[nH]1 | -3 | -0.3 | -7 | 3 | 3 | -0.7 | 0 | 6 | 98 | 7
Cc1ccc(C)c(N(CC(=O)NC2CCCC2)C(=O)c2oc(C(C)(C)C)cc2C)c1 | -6 | 0.3 | 7 | -19 | -7 | 2.1 | -4 | -7 | 95 | 0
COc1ccc(N(CC(=O)Nc2ccccc2C(=O)NCc2ccco2)S(C)(=O)=O)cc1 | -8 | -0.2 | 9 | 1 | -1 | -0.6 | -1 | 3 | 92 | 14
O=C(Nc1ccccc1Cl)N1CCN(c2ccccn2)CC1 | -5 | -0.2 | 3 | 4 | 1 | -0.7 | 7 | -4 | 97 | 9
CC(=O)NCC(=O)NNC1CC(=O)N(c2cccc(Cl)c2)C1=O (stereo not drawn) | 3 | 0.0 | -7 | 1 | 0 | 3.6 | 1 | 1 | 101 | -4
O=C(CN1CCN(S(=O)(=O)c2ccc(F)cc2)CC1)Nc1cc(C(F)(F)F)ccc1Cl | -5 | 0.2 | 1 | -15 | -5 | 0.7 | -5 | -3 | 93 | 0
O=S(=O)(Nc1nc2c(s1)CCCC2)c1ccc2ccccc2c1 | -3 | 0.1 | -5 | -8 | 0 | 3.9 | -1 | -7 | 105 | 0
Cc1ccc(-c2cc(C(F)(F)F)n3nc(C(=O)N4CCN5CCCC5C4)cc3n2)cc1 (stereo not drawn) | -5 | 0.0 | -3 | 0 | 0 | -1.0 | -8 | -43 | 97 | -7
COc1ccc2c(c1)cc1c(=O)n(CC(=O)NCCCOC(C)C)nc(C)n12 | -3 | 0.1 | 2 | 0 | 1 | 0.9 | 3 | 8 | 93 | 18
CCn1cc([N+](=O)[O-])c(C(=O)N2N=C(c3cccc4ccccc34)CC2c2ccccc2O)n1 (stereo not drawn) | -5 | 0.3 | / | -2 | 3 | -2.3 | 7 | 0 | 93 | 17
CCCN1CCN(CCCNC(=O)c2ccc3nc(N4CCCCC4)sc3c2)CC1 | -5 | 0.0 | 5 | 8 | -4 | -0.5 | -1 | -3 | 103 | -1
COc1ccc(C(C(=O)NC2CCCC2)N(Cc2cccs2)C(=O)c2ccn[nH]2)cc1OC (stereo not drawn) | 2 | -0.6 | 4 | -1 | 2 | -1.1 | 1 | 0 | 102 | 4
Cc1cc(C)nc(SCC(=O)N/N=C/c2cc(C)n(-c3ccccc3C)c2C)n1 | -9 | -0.3 | -14 | -10 | -1 | 0.0 | -5 | 3 | 101 | -14
COCCn1cnc2c(c1=O)c1nc3ccccc3nc1n2/N=C/c1cccc(OC)c1 | 2 | -0.3 | -7 | 52* | 2 | 6.0 | 9 | -4 | 95 | 10
CC1(C)C(C=C(Cl)Cl)C1C(=O)Nc1ccc(S(=O)(=O)Nc2ncccn2)cc1 (stereo not drawn) | -4 | 0.0 | 8 | 0 | -1 | 1.8 | -3 | -2 | 97 | 10
CCc1ccc(CNC(=O)c2cc3c(C)nc4ccccc4c3o2)cc1 | -3 | 1.0 | -11 | -27 | 2 | 0.9 | -9 | / | 94 | -1
COc1ccccc1N1C(=O)CC(Sc2nc(C)cc(C)n2)C1=O (stereo not drawn) | -7 | 0.0 | 0 | 1 | 2 | -1.8 | -2 | -3 | 94 | 1
CC(C)Cc1nnc(NC(=O)CCC(=O)N2CCN(c3ccc(Cl)cc3)CC2)s1 | -4 | 0.1 | -4 | 4 | -1 | 3.9 | 7 | -4 | 97 | 10
CN(C)CCN1CCN(C2CN(C3CCCCC3)S(=O)(=O)C2)CC1 (stereo not drawn) | -6 | 0.5 | / | 5 | 3 | / | 1 | / | 102 | /
Cc1ccc(CC(=O)Nc2cccc(C#N)c2)cc1 | -3 | -0.1 | -4 | 1 | 0 | 1.3 | 0 | 14 | 101 | 2
CCc1n[n+](CC(=O)c2ccccc2)c(N)s1 | -5 | 0.3 | -1 | -22 | -22 | -2.0 | -1 | -4 | 103 | -3
Cc1csc(NC(=O)[C@@H]2CCCN2C(=O)c2cccs2)n1 | 1 | -0.5 | 12 | 6 | 1 | -0.4 | 2 | -5 | 93 | 6
COc1cc(-c2cc(N)n(S(=O)(=O)c3ccc(F)cc3)n2)cc(OC)c1OC | -5 | 0.0 | -6 | -10 | 3 | -0.6 | -5 | -3 | 99 | 1
COc1ccc2cc(C(C)=O)c(=O)oc2c1 | -4 | -0.2 | -1 | 16 | -1 | 0.3 | -1 | 9 | 94 | -1
O=C(CN1C(=O)NC2(CCCCC2)C1=O)Nc1ccc(Cl)cc1 | -6 | -0.2 | -4 | 4 | 7 | 1.2 | 0 | 5 | 90 | 16
CC(C)C[C@H](NC(=O)OC(C)(C)C)C(=O)N/N=C/C1=Cc2ccccc2OC1C (stereo partly drawn) | -10 | 0.2 | 2 | 3 | 0 | 0.6 | -1 | -12 | 98 | 9
Cc1cc(-c2csc(NCc3ccccc3)n2)c(C)n1C | / | -0.1 | -3 | -12 | 1 | -1.3 | 1 | 7 | 101 | -5
COC(=O)c1cccc(NC(=O)CSc2nnnn2C)c1 | / | -0.1 | 19 | 4 | 2 | 0.3 | 2 | 1 | 138 | 5
Cn1c(=O)c2c(ncn2CC(=O)OCCCC(=O)c2ccc(Br)cc2)n(C)c1=O | -16 | 2.3 | -8 | -23 | 1 | 1.0 | 0 | 15 | 88 | -1
CC(=O)Nc1nc2nc(-c3ccccc3)cc(-c3ccccc3)n2n1 | / | 0.5 | / | 12 | 1 | -1.0 | 7 | 0 | 91 | 1
CCN(CC)S(=O)(=O)c1ccc(Cl)c(OC)c1 | -6 | -0.1 | 1 | 0 | -1 | 1.6 | 2 | 6 | 102 | -3
O=C(O/N=C1/CCCc2occc21)c1ccc(Cl)cc1Cl | -3 | 0.0 | 7 | -15 | -1 | 1.4 | -1 | 9 | 98 | 4
Cn1c(SCc2ccc(F)cc2)nnc1-c1cnccn1 | -21 | -0.1 | 0 | 7 | 11 | -1.4 | 5 | 9 | 97 | 11
Cn1c(SCC(=O)NC(=O)c2cccc([N+](=O)[O-])c2)nnc1-c1ccc(F)cc1 | -4 | 0.0 | -4 | 6 | 1 | -0.2 | 6 | 10 | 97 | 1
CCN1C(=O)/C(=C\c2ccc3c(c2)OCO3)C(C(=O)OC)=C1C | -3 | -0.1 | -3 | 15 | 2 | -1.2 | 0 | 11 | 103 | -8
CCOc1c2ccc(C(=O)NC3CCCc4ccccc43)cc2nn1CC (stereo not drawn) | -8 | 0.1 | 0 | 0 | 0 | -0.7 | -6 | -5 | 98 | 13

Additional entries
Molecule | CaV13 ICDI inh | aDG glyco act | Vif inh | H9c2 protect | N-glyco inh | MC4R barr agon | HTR2A ag | PDI inh | ABCB6 inh 2 | MC4R antagonist
Cc1cc(Cl)ccc1NC(=S)NCC(C)C | -15 | -0.2 | 0 | -8 | 1 | -1.1 | -2 | 2 | 96 | -1
O=C(CCNC(=O)c1ccc([N+](=O)[O-])cc1)Nc1ccc(F)cc1 | -19 | 0.0 | 10 | 9 | 2 | -1.3 | -5 | -9 | 99 | 4
CCc1ccccc1NC(=O)c1cc(-c2ccco2)on1 | -7 | -0.1 | -6 | -3 | 0 | 0.4 | 2 | 10 | 103 | 0
Cc1cnc2cc(Cl)ccc2c1SCC(=O)O | -20 | 0.1 | 0 | 1 | 1 | -0.8 | 2 | 2 | 98 | 5
CCCc1ncc(C(O)c2cccc(OC)c2)n1C (stereo not drawn) | 11 | 0.0 | 3 | -2 | -1 | -2.5 | -2 | -3 | 104 | 5
Cc1ccccc1C(=O)N1N=C(c2ccc(NS(C)(=O)=O)cc2)CC1c1cccs1 (stereo not drawn) | -2 | 0.0 | -3 | -2 | 1 | 0.9 | -4 | 1 | 97 | 19
